From PubChem
UHRF1 MBD2 ctr: UHRF1 methylated DNA binding inhibitors, primary screen, counter-screen for MBD2 inhibitor project, biochemical, TR-FRET, human UHRF1, single concentration; UHRF1 binding to methylated oligo; actives 0.75% (n = 370,000); AID 687016, 2013; inhibition, % at 4.4 µM; in the data active = inhibition above about 21%;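 note: UHRF1 SRA domain binding a hemimethylated CpG hairpin DNA probe; 0% = median of test compound wells and 100% = reference inhibitor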
Rev-erbA mod: modulators of Rev-erb alpha DNA binding, primary screen, biochemical, FITC-DNA, fluorescence polarization, uHTS; Nuclear receptor subfamily 1 group D member 1 (Homo sapiens), P20393; Rev-erbα–FITC-DNA binding, 90 min; activity, % at 10 µM; actives 0.79% (n = 370,000);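 active = activity above about 14%, limit read from the data; passing the limit was not always enough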;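 note: 0% = DMSO wells with 35 nM protein and 100% = DMSO wells with 750 nM protein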
Target sequence (P20393 whole entry, looked up): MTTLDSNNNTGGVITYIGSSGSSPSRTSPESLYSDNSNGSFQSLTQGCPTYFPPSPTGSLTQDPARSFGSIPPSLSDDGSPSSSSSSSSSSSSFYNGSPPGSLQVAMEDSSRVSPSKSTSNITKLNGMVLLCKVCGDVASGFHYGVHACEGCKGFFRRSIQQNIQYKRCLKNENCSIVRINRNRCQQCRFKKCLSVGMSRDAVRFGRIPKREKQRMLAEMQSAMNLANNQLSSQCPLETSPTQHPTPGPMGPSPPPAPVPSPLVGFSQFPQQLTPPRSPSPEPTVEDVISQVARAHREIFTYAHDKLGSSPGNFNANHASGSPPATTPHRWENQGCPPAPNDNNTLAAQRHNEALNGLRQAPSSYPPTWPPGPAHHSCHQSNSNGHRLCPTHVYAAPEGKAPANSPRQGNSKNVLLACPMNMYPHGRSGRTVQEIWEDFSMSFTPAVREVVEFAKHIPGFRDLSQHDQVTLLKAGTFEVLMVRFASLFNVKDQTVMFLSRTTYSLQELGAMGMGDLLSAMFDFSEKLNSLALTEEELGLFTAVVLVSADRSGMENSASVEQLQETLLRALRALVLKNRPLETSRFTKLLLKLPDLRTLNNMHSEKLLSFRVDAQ
LEDGF integ inh: blockers of LEDGF/p75-dependent integrase strand transfer – biochemical, TR-FRET, high throughput, primary screen | HIV-1 integrase (with human LEDGF/p75) | AID 743269, 2014 | actives 0.64% (n = 370,000) | TR-FRET IN-LEDGF/p75 DNA integration, Eu/Cy5 | inhibition, % at 3.7 µM;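 active = inhibition above the screen-wide mean plus 3 SD, cut at about 13% in these data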;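 note: signal is the Cy5 over europium emission ratio at 671 and 618 nm; 0% = plate median of compound wells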
mABHD4 FP: ABHD4 inhibitors, primary screen, biochemical, fluorescence polarization, mouse; purified mABHD4, FP-Rh probe fluorescence polarization; inhibition, % at 8.92 µM; actives 0.54% (n = 370,000); AID 720543, 2013;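 active = inhibition exceeding the mean over every tested compound plus 3 SD, cut at about 30% in these data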;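 note: 0% = plate median of compound wells and 100% = S159A mutant with DMSO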
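Assay system: wild-type mouse ABHD4 protein; compound: single nominal dose of 8.92 µM, 0.89% DMSO final; schedule: 45 min + 60 min at 25 °C; measured by: FP readout, ex 525 nm / em 598 nm; evaluation: % inhibition of FP-Rh probe binding versus controls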
TCR CD3 inh: inhibitors of human TCR-CD3 interaction, primary screen, biochemical, fluorescence, TAMRA-labeled TCR probe. T-cell receptor (TCR). inhibition, % at 9.4 µM. actives 0.37% (n = 360,000). AID 651800, 2012; in the data active = inhibition above about 19%;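 note: recombinant mutant TCR 2C K166C tagged with TAMRA read by polarization; 0% = receptor in buffer alone and 100% = receptor with positive control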
MBD2 DNA inh: inhibitors of MBD2 binding to methylated DNA, primary screen, biochemical, TR-FRET, DNA-binding domain, human. Methyl-CpG-binding domain protein 2 (Homo sapiens), Q9UBB5. MBD2 binding to methylated oligonucleotide. inhibition, % at 4.4 µM. actives 0.31% (n = 370,000). AID 686964, 2013; in the data active = inhibition above about 13%
Target sequence (Q9UBB5 whole entry, looked up, the tested form may be a part): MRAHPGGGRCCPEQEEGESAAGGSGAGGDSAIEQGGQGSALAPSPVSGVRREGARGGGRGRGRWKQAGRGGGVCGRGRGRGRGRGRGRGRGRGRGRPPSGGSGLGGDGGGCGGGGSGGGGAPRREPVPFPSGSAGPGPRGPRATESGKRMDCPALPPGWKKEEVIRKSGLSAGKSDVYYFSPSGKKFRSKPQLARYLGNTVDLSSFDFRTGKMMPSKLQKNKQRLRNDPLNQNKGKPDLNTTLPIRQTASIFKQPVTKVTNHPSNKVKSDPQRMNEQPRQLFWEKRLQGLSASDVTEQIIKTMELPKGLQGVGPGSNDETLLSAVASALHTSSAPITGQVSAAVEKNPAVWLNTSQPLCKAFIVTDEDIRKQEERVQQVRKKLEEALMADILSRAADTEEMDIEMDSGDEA
HTRA1 inh: HTRA1 serine protease inhibitors, primary screen, biochemical, fluorescence polarization, HTS; inhibition, % at 5.96 µM; actives 0.5% (n = 340,000); Q92743; AID 504803, 2011; recombinant HTRA1, FP-rhodamine activity-based probe; in the data active = inhibition above about 36%;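 note: 0% = enzyme with DMSO and 100% = wells lacking enzyme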
PG9 binder: binders of HIV-1 gp120 antibody PG9, primary screen, biochemical, TR-FRET; inhibition, % at 6.7 µM; AID 624416, 2012; HIV-1 gp120 / PG9 antibody interaction; TR-FRET gp120-PG9 antibody binding; actives 0.43% (n = 360,000); in the data active = inhibition above about 8.5%
rCAG RNA binder: binders of r(CAG) RNA repeats, primary screen, biochemical, fluorescence | r(CAG) RNA repeat, TO-PRO-1 dye displacement fluorescence | inhibition, % at 3 µM | actives 1.3% (n = 370,000) | AID 651821, 2012;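 active = inhibition above the plate cutoff, the mean of all test compounds on that plate plus 3 SD, cut at about 35% in these data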;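 note: 0% = DMSO alone and 100% = 100 µM mitoxantrone as full dye displacement; higher means more dye released from RNA so lower well fluorescence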
PRMT1 inh: PRMT1 methyltransferase inhibitors, primary screen, biochemical, fluorescence polarization; AID 652257, 2013; recombinant PRMT1, activity-based probe fluorescence polarization; inhibition, % at 2.79 µM; Protein arginine N-methyltransferase 1 (Homo sapiens), Q99873; actives 1.3% (n = 370,000);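 active = inhibition above about 21% made by adding two undisclosed values, limit read from the data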
* = called active by the depositor; x = no result given. The list is partial (hit frequency here may not be typical).

SMILES	UHRF1 MBD2 ctr	Rev-erbA mod	LEDGF integ inh	mABHD4 FP	TCR CD3 inh	MBD2 DNA inh	HTRA1 inh	PG9 binder	rCAG RNA binder	PRMT1 inh
CCOC(=O)c1ccccc1NC(=O)COc1coc(CN2CCc3ccccc32)cc1=O	-2	-1	2	7	-1	0	-4	0.5	-2	-2
O=C1OC(c2cccc3c(F)cccc23)c2ccccc21 (stereo not drawn)	-1	5	4	-5	-3	-5	-39	1.7	8	3
COC(=O)Cc1ccc(Oc2ncc(C(F)(F)F)cc2Cl)cc1	0	-1	-5	6	-2	-1	0	-3.4	-7	-2
Cn1nc(-c2ccccc2)c(CO)c1Oc1cccc(C(F)(F)F)c1	6	1	-4	-8	-8	3	-6	-1.0	-8	4
Cn1cnc2c1c(=O)n(Cc1ccccc1)c(=O)n2C	1	0	-2	-2	1	5	-1	0.9	1	1
CCCCNC(=O)C1(C)CCN1C(=O)c1cc(-c2cccs2)oc1C (stereo not drawn)	-3	1	1	8	5	-3	x	-1.4	4	4
N/C(=N\OC(=O)CCn1cccc(C(F)(F)F)c1=O)c1ccc(Cl)cc1	3	-8	1	4	3	0	8	-0.1	-2	1
CC(C)CN(C(=O)c1cc(Cl)nc2ccccc12)C1CCS(=O)(=O)C1 (stereo not drawn)	-3	0	-1	7	5	-6	0	-0.8	-4	-1
CN(C)C(=O)CSc1n[nH]c(=O)n1CCc1ccccc1	4	5	3	1	-1	3	-6	-0.7	-3	-6
Cc1ccc(C)c(N(CC(=O)NCC2CCCO2)C(=O)CCC(=O)Nc2nccs2)c1 (stereo not drawn)	3	-7	-5	5	0	3	-2	-0.1	-2	4
N/C(=N\NC(=O)Nc1ccccc1)c1ccccn1	0	-2	-6	5	-17	-4	x	1.5	-1	6
COc1ccc(C(C(=O)NCCC(C)C)N(CCCO)C(=O)c2snc(C(N)=O)c2N)cc1OC (stereo not drawn)	1	1	-3	-8	-12	7	9	1.3	-2	2
Cc1ccc(CS(=O)(=O)CCC(=O)O)cc1	0	1	6	8	5	1	-8	-0.9	-2	1
O=C(CCc1nc2ccccc2c(=O)[nH]1)Nc1ccccc1N1CCCC1	-1	8	3	-2	10	1	3	-4.2	0	0
CC(=O)c1ccc(OCCCC(=O)Nc2cc(S(=O)(=O)N(C)C)ccc2C)cc1	0	-3	-5	-6	1	-1	-5	0.2	-3	0
CN(CC(=O)Nc1cccc(F)c1)C(=O)Cn1c(=O)oc2ccccc21	-3	-2	-5	7	-6	5	2	0.1	1	2
O=C1NC(=O)C2(CCCC2C(=O)O)N1 (stereo not drawn)	-1	6	2	7	-7	2	4	-0.3	-1	1
COc1ccc2oc(C(=O)OCC(=O)NCCN3C(=O)CSC3=O)c(C)c2c1	2	-1	-3	-2	-2	5	1	-0.3	3	3
CCCCCCNC(=O)c1c(O)c2ccccc2[nH]c1=O	-3	7	1	0	4	-3	-4	0.3	1	-1
Cc1c(-c2ccco2)[n+](=O)c2c(n1[O-])CCC2	-1	-8	-1	14	-2	7	6	-0.2	-1	5

As a working copy, 5 of the compounds above:
SMILES	UHRF1 MBD2 ctr	Rev-erbA mod	LEDGF integ inh	mABHD4 FP	TCR CD3 inh	MBD2 DNA inh	HTRA1 inh	PG9 binder	rCAG RNA binder	PRMT1 inh
CN(CC(=O)Nc1cccc(F)c1)C(=O)Cn1c(=O)oc2ccccc21	-3	-2	-5	7	-6	5	2	0.1	1	2
O=C1NC(=O)C2(CCCC2C(=O)O)N1 (stereo not drawn)	-1	6	2	7	-7	2	4	-0.3	-1	1
COc1ccc2oc(C(=O)OCC(=O)NCCN3C(=O)CSC3=O)c(C)c2c1	2	-1	-3	-2	-2	5	1	-0.3	3	3
CCCCCCNC(=O)c1c(O)c2ccccc2[nH]c1=O	-3	7	1	0	4	-3	-4	0.3	1	-1
Cc1c(-c2ccco2)[n+](=O)c2c(n1[O-])CCC2	-1	-8	-1	14	-2	7	6	-0.2	-1	5

More structures follow:
SMILES	UHRF1 MBD2 ctr	Rev-erbA mod	LEDGF integ inh	mABHD4 FP	TCR CD3 inh	MBD2 DNA inh	HTRA1 inh	PG9 binder	rCAG RNA binder	PRMT1 inh
Cc1cccc(C)c1N1CC(=O)N(c2c(C)cccc2C)CC1=O	1	-5	2	5	8	-3	2	0.2	3	0
Cc1occc1-c1nnc(SCC(=O)Nc2ccccn2)n1-c1ccccc1	-1	0	2	4	x	-5	x	x	1	-1
Cc1nc(-c2ccc(F)cc2)c(CC(=O)NCC(=O)Nc2ccc(F)c(F)c2)s1	1	-4	-1	-1	-9	-2	-16	0.5	4	-1
O=C(NCCNc1ccc([N+](=O)[O-])cc1C(F)(F)F)c1ccc(F)cc1	0	2	1	2	6	-4	-8	-1.1	1	0
CC1(C)O[C@@H]2[C@H](O1)[C@@H](CO)O[C@H]2n1ccc(=O)[nH]c1=O	-2	2	3	-3	2	-3	1	-0.1	3	-1
Cc1nnc(SCC(=O)NCc2cccs2)n1-c1ccccc1	0	2	2	7	3	5	7	-0.6	-3	-1
COc1ccc(-c2csc(NC(=O)C3CCN(c4ncnc5sc(C)c(C)c45)CC3)n2)cc1OC	5	0	4	-13	-7	4	-21	-1.2	12	-4
COc1ccccc1CNc1nc2nc(C)cc(=O)n2[nH]1	4	-5	0	-7	12	-4	-7	-2.8	5	-2
Brc1ccccc1Cn1cnc2ccccc21	2	-2	-4	2	-2	7	4	1.0	-1	5
CCC(CC)C(C(=O)NCc1ccccc1)N1CCN(CCN2CCOCC2)CC1 (stereo not drawn)	4	1	3	-2	4	-1	x	-0.7	0	6
Cc1cc(-c2ccccc2)c2c(=O)n(-c3ccccc3)[nH]c2n1	-14	6	-6	8	1	-13	7	-11	4	-1
COc1ccc(C(=O)N2CCN(c3ccc(F)cc3)CC2)cc1S(=O)(=O)NC1CC1	-1	-8	-3	6	-4	1	5	2.1	2	1
O=C1CN(C(=O)COc2ccccc2)c2ccccc2N1	2	1	-6	-6	-6	4	2	0.2	-1	2
CC(C)C1Nc2ccc(S(=O)(=O)N3CCOCC3)cc2NC1=O (stereo not drawn)	1	2	1	1	3	-4	13	-2.4	-1	-3
CN(C)c1cc[n+](CC(=O)Nc2ccc([N+](=O)[O-])cc2Cl)cc1	3	4	1	15	-3	-1	-3	1.8	0	1
CC(C)(C)OC(=O)N1CCC(c2c(C(=O)N3CCN(C(=O)c4ccco4)CC3)cnn2-c2ccc(F)cc2F)CC1	-3	1	6	-7	3	1	8	-0.2	-9	-2
COc1ccc(/C(C#N)=C/c2cccnc2)cc1	1	-1	3	-2	13	6	-5	-1.1	-2	0
Cn1c(Cc2cccs2)nnc1SCc1nc2ccccc2[nH]1	2	-2	3	10	-1	4	3	0.2	3	-1
OC1CN=C2Sc3ccccc3N2C1 (stereo not drawn)	0	-1	1	0	4	1	4	-0.6	4	2
CCOc1cc(/C=C/C(=O)OCC(=O)NCCN2C(=O)CSC2=O)ccc1OCC(C)C	-2	-3	1	-5	4	0	-4	-1.9	2	-2
Cn1c(=O)oc2cc(S(=O)(=O)CCC(=O)N3CCN(c4ccccc4)CC3)ccc21	-1	4	1	1	3	1	7	-1.9	-4	-2
Cc1cc(C)cc(OCc2ccc(C(=O)NC3CCOC3=O)o2)c1 (stereo not drawn)	7	7	2	-11	-11	1	-5	0.7	2	8
Cc1ccc(CN2C(=O)[C@H]3Cc4c([nH]c5ccccc45)C(C)(C)N3C2=O)cc1	-3	2	-2	-17	6	0	-46	3.2	-6	0
O=C1OCCC1Sc1nnc(-c2cccnc2)n1-c1ccccc1F (stereo not drawn)	1	-2	-1	-3	4	3	x	-1.6	0	1
CCn1cc(C(=O)O)c(=O)c2cnc(N3CCN(C(=S)Nc4ccccc4Cl)CC3)nc21	4	-3	-3	21	-6	5	-1	-1.5	1	3
Nc1ccccc1N1CCN(C(=O)c2ccccc2)CC1	1	3	1	1	-4	4	0	-2.1	0	1
CCC1C(=O)NCCN1C(=O)CCc1nnc(CCc2ccc(OC)cc2)o1 (stereo not drawn)	0	0	0	7	12	2	-1	-1.8	-3	1
CS(=O)(=O)N(CC(=O)NC1CC1)c1cccc(F)c1	0	-6	7	0	0	-5	9	-2.5	3	-2
CC(NCc1ccco1)C(=O)N1CCN(c2ccc(F)cc2)CC1 (stereo not drawn)	2	-4	1	-3	x	1	x	x	3	-3
NC(N)=N/N=C/c1cccc([N+](=O)[O-])c1O	-18	6	-4	6	5	-16	2	-3.1	-1	-2
COc1ccc(-c2nc3ccc(C)cn3c2Cc2ccsc2)cc1OC	22*	-7	-3	-7	0	10	x	-0.7	5	0
COC(=O)C(C(=O)OC)=C(/C=C/N(C)C)N(C)C	0	4	-2	7	-1	4	-2	-0.1	-1	2
COC(=O)[C@H](C)NC(=O)[C@@H]1CC=C[C@@H]2CCN(CCc3ccccc3)C(=O)[C@@H]21	2	-3	0	2	x	1	x	x	x	-3
COc1ccc(C(=O)COC(=O)c2ccc3c(c2)OCO3)c(OC)c1	2	-4	-2	5	-2	3	-15	-2.4	6	1
Cc1ccc(S(=O)(=O)/N=C(/c2ccc(F)cc2)N2CCCCC2)cc1	-3	-1	3	-1	1	-5	7	-1.1	-1	1
CC1CCN(C(=O)Cn2cc(S(=O)(=O)CC(=O)N3CCOCC3)c3ccccc32)CC1	0	2	2	-5	2	-5	11	2.0	0	-6
COc1cccc(CNC(=O)CNS(=O)(=O)c2ccc3nc(C)sc3c2)c1OC	-1	-7	3	0	x	3	x	x	1	-2
CCC(C(=O)NCC1CCCO1)N(C(=O)CNS(=O)(=O)c1ccccc1)c1ccc(F)cc1 (stereo not drawn)	11	-2	89*	2	3	8	2	-0.1	-4	0
COc1ccc(CNC(=O)C2CCN(S(=O)(=O)N3CCC4(CC3)OCCO4)CC2)c(OC)c1	2	-7	-2	0	4	0	5	0.5	-10	-2
CCOC(=O)[C@]12CCCC=C1N(CCc1ccc(OC)c(OC)c1)C(=O)[C@H](CC(=O)N1CCN(C(=O)C3CC3)CC1)C2	3	-12	1	6	0	-3	x	2.8	-2	-1
O=C(O)c1cn(Cc2ccccc2)c2ccccc2c1=O	1	-2	0	6	1	3	4	0.6	4	0
CCOc1cc(/C=N\O)cc(Cl)c1OCC	3	-10	-3	1	-1	2	2	0.7	0	2
CCc1nnc(NS(=O)(=O)c2ccc(N=Cc3c(C)[nH]n(-c4ccc(Cl)cc4)c3=O)cc2)s1	-5	-1	3	8	-7	-4	-20	-2.2	49*	5
Cc1cccc(NC(=O)CCn2c(=O)oc3ccccc32)c1	-1	5	1	-4	7	4	-2	-0.2	-8	-3
CN(C)c1ccc(C(=O)c2ccc(N(C)C)c(N)c2)cc1N	-3	2	1	9	2	1	14	-1.3	-6	0
NC(=O)c1ncn([C@@H]2O[C@H](CNCc3cc(Cl)ccc3OCc3ccc(Cl)cc3)[C@@H](O)[C@H]2O)n1	3	-4	0	-4	-10	1	-4	0.3	1	5
